From PubChem
DAGLB inhibitor: DAGLB lipase inhibitors, primary screen, biochemical, fluorescence, HTS; HEK293T DAGLB membrane lysate, EnzChek fluorogenic substrate; AID 504411, 2011; Diacylglycerol lipase-beta (Homo sapiens), Q8NCG7; 340,000 compounds, 0.059% hits; inhibition, % at 5.17 µM; in the data active = inhibition above about 34%;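 note: 0% = enzyme with vehicle and 100% = wells lacking enzyme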
Target sequence (Q8NCG7 whole entry, looked up): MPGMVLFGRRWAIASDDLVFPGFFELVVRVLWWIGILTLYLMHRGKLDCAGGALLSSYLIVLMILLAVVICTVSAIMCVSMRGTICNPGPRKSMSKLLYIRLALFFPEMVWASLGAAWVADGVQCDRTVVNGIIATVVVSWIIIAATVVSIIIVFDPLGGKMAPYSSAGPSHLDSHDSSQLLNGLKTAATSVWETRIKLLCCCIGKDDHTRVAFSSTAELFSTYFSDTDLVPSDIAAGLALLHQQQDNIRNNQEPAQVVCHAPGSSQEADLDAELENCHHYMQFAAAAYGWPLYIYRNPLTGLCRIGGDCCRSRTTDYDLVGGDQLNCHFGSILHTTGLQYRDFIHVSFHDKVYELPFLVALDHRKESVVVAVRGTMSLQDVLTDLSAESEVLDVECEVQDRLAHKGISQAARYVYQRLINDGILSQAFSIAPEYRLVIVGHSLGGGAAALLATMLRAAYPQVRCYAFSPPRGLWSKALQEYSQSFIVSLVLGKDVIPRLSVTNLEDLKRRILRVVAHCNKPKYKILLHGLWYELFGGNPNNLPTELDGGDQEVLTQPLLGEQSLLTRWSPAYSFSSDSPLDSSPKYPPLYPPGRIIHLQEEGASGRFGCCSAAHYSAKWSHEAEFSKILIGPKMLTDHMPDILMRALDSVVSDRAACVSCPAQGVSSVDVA
PKA-R2B activ: activators of PKA-R2B holoenzyme, primary screen, biochemical, fluorescence polarization, Cy5-IP20, human. AID 504700, 2011. 340,000 compounds, 0.079% hits. cAMP-dependent protein kinase catalytic subunit beta (Homo sapiens) + cAMP-dependent …. PKA-R2B holoenzyme dissociation; R2B truncated from residue 108, S112A mutant; 0% DMSO only, 100% 113 µM cGMP. activation, % at 11.4 µM;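 active = activation above a cutoff set at the mean over all compounds plus 3 SD, cut at about 18% in these data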;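 note: higher means more holoenzyme dissociation and a rise in polarization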
Target sequence (P31323 whole entry, looked up, other chains not shown, the tested form may be a part): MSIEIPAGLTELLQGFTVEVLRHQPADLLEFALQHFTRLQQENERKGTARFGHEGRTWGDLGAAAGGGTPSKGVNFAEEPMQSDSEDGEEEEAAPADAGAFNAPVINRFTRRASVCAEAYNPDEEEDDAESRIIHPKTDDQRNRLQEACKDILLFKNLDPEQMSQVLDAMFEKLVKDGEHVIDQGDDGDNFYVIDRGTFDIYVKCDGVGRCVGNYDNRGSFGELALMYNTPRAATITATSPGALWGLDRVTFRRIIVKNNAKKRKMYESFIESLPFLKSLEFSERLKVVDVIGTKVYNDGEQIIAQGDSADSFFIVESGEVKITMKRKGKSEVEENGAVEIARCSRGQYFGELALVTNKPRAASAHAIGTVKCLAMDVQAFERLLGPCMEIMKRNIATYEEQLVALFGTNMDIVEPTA
Keap1-Nrf2 PPI: Keap1-Nrf2 protein-protein interaction inhibitors, primary screen, biochemical, fluorescence polarization, single point. Keap1 Kelch-Nrf2 peptide fluorescence polarization, 1536-well. Kelch-like ECH-associated protein 1 (Homo sapiens), Q14145. 340,000 compounds, 0.15% hits. inhibition, % at 9.4 µM; in the data active = inhibition above about 12%;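 note: human Keap1 Kelch domain with fluorescein labeled Nrf2 9mer peptide probe; 0% = neutral control wells and 100% = peptide positive control; higher means more block of Keap1 binding to Nrf2 peptide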
SR-BI uptake up: activators of SR-BI mediated DiI-HDL uptake, primary screen, ldlA[mSR-BI] CHO cells, DiI fluorescence; activation, % at 12.5 µM; 320,000 compounds, 0.096% hits; AID 504775, 2011; 3 h; 100 = double the neutral-control signal;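 active = mean replicate activation of at least 60% and every replicate at or above 60%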;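 note: 0% = median plate neutral-control signal and 100% = twice that signal; values of inactives mirror those of a sister screen read the other way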
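Material – SR-BI-overexpressing, LDLR-lacking CHO cells · Medium – BSA-supplemented, HEPES-buffered Ham's F12, pH 7.4 · Doses – single concentration · Times – compound with DiI-HDL co-incubation, 3 h at 37 °C · Measured by – bottom-read fluorescence, 550/595 nm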
Arrestin-AP2 inh: inhibitors of beta-arrestin/AP2 binding, primary screen, biochemical, GPCR trafficking, flow cytometry; FITC-arrestin peptide / GST-AP2 beads; AP2 beta2 appendage carries R879A mutation; inhibition, % at 10 µM; 340,000 compounds, 0.31% hits;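 active = inhibition above a set limit, near 3 SD of compounds lacking own fluorescence, cut at about 54% in these data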;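 note: plate controls were DMSO wells for no effect and 5 µM unlabelled arrestin peptide for full effect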
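System: GST-AP2 R879A glutathione beads. Medium: PBS with 0.05% Tween 20 and 0.1% BSA. Also added: FITC-arrestin peptide, 50 nM. Incubation: 12 min plus 1 h, RT. Measured by: high-throughput flow cytometry of beads, ex 488, em 535 nm. Evaluation: percent drop in bead-associated FITC signal.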
RTF Ca sens inh: cardiac RTF calcium sensitivity inhibitors, primary screen, biochemical, IANBD-TnC fluorescence, EC70 calcium; IANBD-labeled cardiac RTF, Ca2+ fluorescence; inhibition, % at 7.15 µM; AID 493244, 2011; Troponin I, cardiac muscle (Homo sapiens) + Troponin T, cardiac muscle (Homo sapiens) + …; 340,000 compounds, 0.12% hits;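 active = inhibition above the mean inhibition of all tested compounds plus 3 SD, cut at about 17% in these data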;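 note: assay run at fixed EC70 calcium of 1.6 mM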
SR-BI DiI inh: inhibitors of SR-BI mediated HDL lipid uptake, primary screen, ldlA[mSR-BI] cells, fluorescence, single point; Scavenger receptor class B member 1 (Mus musculus), Q61009; inhibition, % at 12.5 µM; 320,000 compounds, 0.96% hits; ldlA[mSR-BI] CHO cells, DiI-HDL uptake fluorescence, 3 h;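 active = mean replicate inhibition of at least 70% and a set share of replicates each scoring 70 or more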;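 note: 0% = median of neutral control wells and 100% = median of positive control wells; values of inactives mirror those of a sister screen read the other way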
C-LANA FP: inhibitors of KSHV C-LANA binding to DNA, primary screen, biochemical, fluorescence polarization, FAM-LBS DNA, MBP-C-LANA, single point | Kaposi's sarcoma herpesvirus LANA C-terminal domain (residues 932-1162) DNA binding | inhibition, % at 9 µM | 340,000 compounds, 0.078% hits;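 active = highest replicate inhibition at or above 60% at 9 µM, even if other replicates fall short; inactive = all replicates below 60% inhibition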;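 note: 0% = neutral control wells and 100% = 4 µM acridine orange control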
NSD2 inh: NSD2 histone methyltransferase inhibitors, primary screen, biochemical, AlphaScreen, single concentration, set 2; Histone-lysine N-methyltransferase NSD2 (Homo sapiens), O96028; NSD2 peptide methylation, 120 min; inhibition, % at 12.5 µM; 310,000 compounds, 0.54% hits; AID 743445, 2014; in the data active = inhibition above about 50%
PvdQ inh: P. aeruginosa PvdQ acylase inhibitors, primary screen, biochemical, fluorescence, plate reader and imaging, single point. PvdQ acylase [Pseudomonas aeruginosa LESB58]. purified PvdQ acylase. inhibition, % at 10 µM. 340,000 compounds, 0.063% hits; in the data active = inhibition above about 30%, passing the limit was not always enough;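 note: 0% = vehicle neutral wells and 100% = reference inhibitor wells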
An asterisk follows results filed as active; · = no result given.

The line under a structure holds: DAGLB inhibitor, PKA-R2B activ, Keap1-Nrf2 PPI, SR-BI uptake up, Arrestin-AP2 inh, RTF Ca sens inh, SR-BI DiI inh, C-LANA FP, NSD2 inh, PvdQ inh
COc1ccc(NC(=O)NC23CC4(C)CC(C)(CC(C)(C4)C2)C3)cc1
    -5, 12, 1, 27, -4, -18, -27, 2.7, -1, 2
Cc1cccc(N2CCN(C(=O)NC(C)c3ccc(F)c(F)c3)CC2)c1C (centres undefined)
    -4, -8, 1, -65, -11, -49, 65, -1.8, -3, -20
CC(C)N1CCC(N2CCN(CC#Cc3ccccc3)CC2CCO)CC1 (centres undefined)
    -4, -7, 3, 17, 34, -8, -17, -0.7, 0, 2
Cc1ccc(NC(=O)c2cccnc2)c([N+](=O)[O-])c1
    0, 6, 5, -10, 22, -18, 10, 0.8, 1, -1
O=C(Nc1cc(S(=O)(=O)N2CCOCC2)ccc1N1CCOCC1)c1ccccc1Cl
    -2, 1, -1, 4, 37, 2, -4, 1.2, 1, 2
COCCCNC(=S)NNC(=S)Nc1cccc(Cl)c1
    ·, ·, -6, -38, 4, ·, 38, 1.3, 3, -12
CCOC(=O)N1CCN(CC(=O)Nc2sccc2C#N)CC1
    1, -7, 2, 1, 16, -14, -1, 0.7, 0, -15
COc1ccc(NS(=O)(=O)c2ccc3oc(Nc4ccc5c(c4)OCCO5)nc3c2)cc1
    2, -2, 4, 13, 9, -8, -13, 4.2, 3, 7
Cn1c(=O)c(Oc2ccc(F)cc2)c(O)c2ccccc21
    -2, 9, -4, 19, 4, -2, -19, -2.2, 0, -16
CCN(CC)CCNC(=O)C12CC3CC(C)(CC(C)(C3)C1)C2
    0, 4, 2, 16, -10, -1, -16, -2.1, 5, -10
CN1CCN(CCCNC(=O)CCC(=O)N2CCOc3ccccc32)CC1
    2, 1, 2, 12, 4, -3, -12, -1.1, ·, -7
O=C(Cc1ccccc1)N/N=C/c1cc(Br)cs1
    -1, 2, -1, 10, 10, -9, -10, 2.8, -3, -10
CCOc1ccc2nc(N(CCN(C)C)C(=O)c3ccc4c(c3)CCCC4)sc2c1
    -3, -9, -4, -62, 16, -4, 62, -0.6, -4, 18
CC(=O)NCCOC(=O)Nc1cccnc1
    3, -6, -4, 19, -6, 9, -19, -1.3, -3, 5
C=C(C)COc1ccc(-c2[nH]ncc2-c2ccccc2)c(O)c1
    -8, -8, -3, -27, -1, -3, 27, -1.1, 1, -19
CCOc1ccc(S(=O)(=O)N2CCN(C(=O)C3CC3C)CC2)cc1 (centres undefined)
    2, 0, -7, -6, -3, -12, 6, 1.7, -2, -24
CCOC(=O)c1c(C)n(C)c2ccc(OCC(O)CN3CCC(C)CC3)cc12 (centres undefined)
    0, 0, 2, -19, -5, -5, 19, -1.7, ·, -8
CN(C)c1cccc(C(=O)NC2CCCCCC2)c1
    -4, -7, -2, 0, -3, 5, 0, 0.2, 1, -14
COc1cc(NC(=O)c2noc3c2CCC3)c(OC)cc1Cl
    -9, 5, -1, -55, 0, 0, 55, 4.6, 7, -1
COc1cccc2oc(-c3ccco3)cc(=O)c12
    -3, -15, 4, 28, -5, 1, -28, 0.8, ·, -7
Cc1ccnc2nc(C(=O)OCC(=O)N(CC(C)C)CC(C)C)nn12
    1, 3, 0, 2, -2, -11, -2, -1.9, 2, -12
CCOC(=O)c1[nH]c(C)c(C(=O)NC2CCN(C(=O)OCC)CC2)c1C
    -2, -3, -8, 13, 1, -7, -13, 0.4, -3, -12
Cc1ccc2[nH]c(C)c(/C=C/c3cc[n+](C)cc3)c2c1
    -96, -8, -188, 12, -5, -159, -12, -53, 7, 17
Nc1ccc(CSc2ccc(Cl)cc2)c(Cl)c1
    0, -6, -8, 9, 0, 6, -9, -1.1, 1, 0
NC(=O)c1ccsc1NC(=O)CSc1ncnc2sccc12
    1, 3, -2, -5, -4, -6, 5, -1.2, 1, -16
Cc1onc(-c2ccccc2)c1C(=O)N/N=C/c1cccc(O)c1
    4, 2, 1, 15, 9, 4, -15, 0.1, 0, 20
Cc1ccccc1NC(=O)CCC(=O)N/N=C/c1ccc(F)cc1
    -1, 2, -3, -4, 19, -2, 4, 0.6, -3, -1
COc1ccc(-c2cc(C(=O)NCc3cccnc3)no2)cc1
    -2, -8, 0, -2, 24, -4, 2, 1.7, 2, 2
COc1ccccc1-c1nc(C#N)c(N2CCCCCC2)o1
    -4, 1, 1, 8, -1, -1, -8, 0.8, 7, -14
O=C(C1CCN(S(=O)(=O)c2ccc(Br)s2)CC1)N1CCN(c2ccccc2)CC1
    0, 5, -4, 17, 28, -10, -17, -0.2, 1, 6
CCC1C(=O)N=C(SCC(=O)Nc2ccc(S(N)(=O)=O)cc2)NC1=O (centres undefined)
    1, 5, -2, 0, 3, 3, 0, -0.8, -2, 6
CN(CC(=O)Nc1ccc(F)cc1)C(=O)COC(=O)c1ccccc1
    -4, -9, 2, 11, 50, 5, -11, 2.6, -4, 5
CCOC(=O)c1c(CN2CCOCC2)oc2ccc(OC(C)=O)cc12
    -1, 2, -4, 4, 0, -6, -4, 0.9, -1, -13
COc1ccc(C(=O)N2CCN=C2SC)cc1
    2, -20, 1, 30, -3, 2, -30, -1.5, -1, -17
CCOc1ccccc1NC(=O)CC1Nc2ccccc2NC1=O (centres undefined)
    -3, -19, -2, ·, 14, 1, ·, -0.4, 6, 6
CCN(CC)Cc1ccccn1
    -1, 4, 1, 8, 4, -1, -8, -4.5, 15, -17
CCc1ccc(OCC(=O)Nc2ccc(CN3CCCCC3)cc2)cc1
    -1, 0, 3, 9, 18, 5, -9, -0.4, 0, 9
CS(=O)(=O)Nc1ccc(Oc2ncccn2)cc1
    -1, 3, -4, 37, -3, -10, -37, 1.7, -4, -16
CCCc1nn(C)c(C(=O)Nc2ccc(C(C)(C)C)cc2)c1Cl
    -15, -7, 0, -7, 36, 2, 7, 1.9, -7, 0
CCCN(C(=O)Cc1coc2cc(OC)ccc12)C1CCS(=O)(=O)C1 (centres undefined)
    -3, -3, 3, 26, -11, -2, -26, -0.2, -16, -9

Ordered by formula weight (descending): 3 of the compounds above.
The line under a structure holds: DAGLB inhibitor, PKA-R2B activ, Keap1-Nrf2 PPI, SR-BI uptake up, Arrestin-AP2 inh, RTF Ca sens inh, SR-BI DiI inh, C-LANA FP, NSD2 inh, PvdQ inh
CCOc1ccc2nc(N(CCN(C)C)C(=O)c3ccc4c(c3)CCCC4)sc2c1
    -3, -9, -4, -62, 16, -4, 62, -0.6, -4, 18
CCc1ccc(OCC(=O)Nc2ccc(CN3CCCCC3)cc2)cc1
    -1, 0, 3, 9, 18, 5, -9, -0.4, 0, 9
CN(C)c1cccc(C(=O)NC2CCCCCC2)c1
    -4, -7, -2, 0, -3, 5, 0, 0.2, 1, -14

Following part.
The line under a structure holds: DAGLB inhibitor, PKA-R2B activ, Keap1-Nrf2 PPI, SR-BI uptake up, Arrestin-AP2 inh, RTF Ca sens inh, SR-BI DiI inh, C-LANA FP, NSD2 inh, PvdQ inh
CCN(C(=O)CN1CCN(Cc2ccccc2)CC1)c1c(N)n(Cc2ccccc2)c(=O)[nH]c1=O
    -1, 1, -2, 2, 36, 10, -2, 0.3, -4, -3
Cc1ccc(S(=O)(=O)N(C)C)cc1NC(=O)COC(=O)C1CCN(S(=O)(=O)c2cccs2)CC1
    -1, 1, -2, 3, 1, -10, -3, -1.6, -3, -15
COc1ccc(-c2cc3ccc(O)cc3oc2=O)cc1OC
    3, -3, 1, 7, 5, 3, -7, -0.3, -7, -10
COc1cc(OC)c(C(=O)NNC(=O)c2ccc(NS(=O)(=O)c3cccs3)cc2)cc1OC
    1, 2, -2, 11, 2, 0, -11, 2.1, 0, -13
CC(C)CCOc1ccc(C2CC(=O)N(C)C2=O)cc1 (centres undefined)
    0, 0, 2, -17, 31, -3, 17, 0.8, -3, -2
CCOC(=O)C1C(=O)NCC2CCCC21 (centres undefined)
    0, 5, -2, 8, 14, -6, -8, -0.1, 2, 5
O=C(O)COc1ccc(-c2nc(-c3ccccc3)c(-c3ccccc3)[nH]2)cc1
    6, -11, -2, -4, -2, -14, 4, -2.0, 8, -7
CCCCCCCSc1nnc(N)s1
    -2, -4, 1, 17, 30, -1, -17, -1.3, -6, -1
O=C(COC(=O)c1ccc(Br)o1)NCCCc1ccccc1
    -6, -11, -5, 38, 4, 2, -38, -0.5, 5, -21
Cc1cc(C(=O)CN2CC(C)OC(C)C2)c(C)n1-c1ccccc1 (centres undefined)
    -4, 0, -7, 10, -1, -1, -10, -0.8, ·, -9
O=C1CCN(S(=O)(=O)c2ccccc2)CCN1CCOCc1ccc(Cl)cc1
    -4, -14, -5, 4, -6, -7, 6, 0.6, ·, -5
Cc1cc(C)cc(NC(=O)C2CCCN2C(=O)NC2CCCCC2)c1 (centres undefined)
    2, -11, 2, 4, 18, 0, -4, -0.9, -2, -1

5 of these compounds, reformatted:
DAGLB inhibitor	PKA-R2B activ	Keap1-Nrf2 PPI	SR-BI uptake up	Arrestin-AP2 inh	RTF Ca sens inh	SR-BI DiI inh	C-LANA FP	NSD2 inh	PvdQ inh	mol
2	-11	2	4	18	0	-4	-0.9	-2	-1	Cc1cc(C)cc(NC(=O)C2CCCN2C(=O)NC2CCCCC2)c1 (centres undefined)
-4	-14	-5	4	-6	-7	6	0.6	·	-5	O=C1CCN(S(=O)(=O)c2ccccc2)CCN1CCOCc1ccc(Cl)cc1
0	5	-2	8	14	-6	-8	-0.1	2	5	CCOC(=O)C1C(=O)NCC2CCCC21 (centres undefined)
6	-11	-2	-4	-2	-14	4	-2.0	8	-7	O=C(O)COc1ccc(-c2nc(-c3ccccc3)c(-c3ccccc3)[nH]2)cc1
-6	-11	-5	38	4	2	-38	-0.5	5	-21	O=C(COC(=O)c1ccc(Br)o1)NCCCc1ccccc1

Hits appear at their usual frequency, and some 2.1% of all compounds hit somewhere here.
